# Assay outcomes (PubChem BioAssay)
# SDO1 yeast rescue – growth rescue of sdo1-depleted yeast, primary screen, S. cerevisiae, bone marrow failure model. actives 0.21% (n = 140,000). z-score at 10 µM. S. cerevisiae sdo1-depleted JHY4D growth rescue, OD600 30 h; hits give high values; pdr5 snq2 efflux-pump mutant strain;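 active means z-score above 3 at both the 24 hr and the 30 hr optical density reads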;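 further: z-score against mean and SD of all compound wells on the same plate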
# INS promoter inh – inhibitors of insulin promoter-driven GFP, primary screen, imaging, TRM-6 cells (human fetal islet line), eGFP reporter, cell count; reporter expression induced with tamoxifen; actives 0.9% (n = 130,000); inhibition, % at 2 µM;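 active means inhibition above the mean plus 3 SD, with well images judged a real hit on visual review, cut at about 60% in these data, passing the limit was not always enough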
# SDO1 yeast rescue Rescue 24 h – second read-out of SDO1 yeast rescue, no call of its own (marks repeat the call); z-score; S. cerevisiae sdo1-depleted JHY4D growth rescue, OD600; measured here: growth rescue at 24 h;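 0 is the plate mean of compound wells and units are plate SD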
# * hit, by the source's call; x = not tested or not shown. This is a subset. The share of hits here may be higher or lower than overall.
SMILES,SDO1 yeast rescue,SDO1 yeast rescue Rescue 24 h,INS promoter inh
O=C(NCCN1CCCC1)c1ccc(Cn2c(=S)[nH]c3ccc(Br)cc3c2=O)cc1,x,x,0.0
Cc1noc(C)c1S(=O)(=O)N1CCCCC1,0.09,-0.58,-12.3
CCN(CC)S(=O)(=O)c1cccc(NC(=O)CSc2nnc(N)s2)c1,x,x,25.0
CCC(C(=O)NCc1ccco1)N(Cc1cccs1)C(=O)CNS(=O)(=O)c1ccccc1 (stereo not given),-0.09,-0.41,-50.0
CCOC(=O)c1cnc(SCC(=O)NCc2cccs2)nc1N,0.33,0.36,-50.0
COc1ccc(OC)c(S(=O)(=O)Nc2ccc(O)c(Sc3ncn[nH]3)c2)c1,-0.47,1.16,-81.1
Cc1ccc(S(=O)(=O)c2c(C)nn(C(C)(C)C)c2OC(=O)c2ccc(Br)o2)cc1,-1.05,-0.88,9.1
CCCNC(=O)NC(=O)CSc1cccc(C(F)(F)F)c1,x,x,-145.4
Cc1nc(-c2cccnc2)sc1C(=O)Nc1ccc(Cl)cc1,-0.86,-0.08,-23.3
Cc1ccc(C)c(NC(=O)c2nc(Cl)ccc2Cl)c1,x,x,-16.7
OCc1ccccc1NC(=S)Nc1cccnc1,-0.73,-0.89,3.3
COc1ccc(C(=O)NCC2OCCc3ccccc32)cc1 (stereo not given),-0.56,-0.99,-74.3
O=C(NCc1cccc(Cl)c1)c1ccc2c(c1)SC1=NS(=O)(=O)CCN12,x,x,29.4
CC(C)Cn1c(N)c(C(=O)NCCN2CCOCC2)c2nc3ccccc3nc21,-1.11,-1.34,0.0
CC(=Nc1cccc(C)c1)c1sc2ccccc2c1O,-0.68,-0.22,-10.5

# Three entries from above, as tab-separated lines.
Compound	SDO1 yeast rescue	SDO1 yeast rescue Rescue 24 h	INS promoter inh
CCC(C(=O)NCc1ccco1)N(Cc1cccs1)C(=O)CNS(=O)(=O)c1ccccc1 (stereo not given)	-0.09	-0.41	-50.0
CCOC(=O)c1cnc(SCC(=O)NCc2cccs2)nc1N	0.33	0.36	-50.0
COc1ccc(OC)c(S(=O)(=O)Nc2ccc(O)c(Sc3ncn[nH]3)c2)c1	-0.47	1.16	-81.1

# Remaining list, next part.
SMILES,SDO1 yeast rescue,SDO1 yeast rescue Rescue 24 h,INS promoter inh
O=C(O)c1ccn(Cn2cnc3ccccc32)n1,0.58,0.7,-30.0
Cc1ccc2nc(SCC(=O)Nc3cc(C(C)(C)C)nn3-c3ccccc3)[nH]c2c1,-1.1,-1.18,x
CC1CN(C(=O)COC(=O)c2c(Cl)cccc2Cl)CC(C)O1 (stereo not given),x,x,21.4
Cc1cc(/C=C(\C#N)C(=O)NCc2cccs2)c(C)n1-c1ccc([N+](=O)[O-])cc1,-0.59,-0.13,-42.9
COc1ccc(C2=NO[C@@H]3C(=O)N(c4cccc(C)c4C)C(=O)[C@H]23)cc1OC,-0.5,-0.79,-42.1
O=C1CC(c2ccco2)CC2=C1C=Nc1ccccc1N2 (stereo not given),-0.82,-0.02,0.0
CC(=O)c1cccc(NC(=S)NC(=O)CC(C)(C)C)c1,0,-0.57,33.3
Cc1cc(N=Cc2c(O)n(-c3cccc(Cl)c3)c(=O)c3ccccc23)no1,-1.54,-0.95,-80.0
COc1ccc(/C=N/NC(=O)c2ccc(NC(=O)c3cccc([N+](=O)[O-])c3)cc2)c(OC)c1,x,x,26.7
O=C(Nc1ccc(CN2CCOCC2)cc1)c1ccccc1F,0.95,0.36,16.1
CC(=O)N/N=C(\C)c1cccc(C(F)(F)F)c1,x,x,-8.3
C=CC[n+]1c(C)csc1Nc1ccc(C(=O)O)cc1,x,x,42.9
CCN(CC(=O)NC1CCS(=O)(=O)C1)C(=O)/C=C/c1cccs1 (stereo not given),x,x,-116.7
COc1ccccc1NC(=O)CSc1nnnn1-c1ccc(C)cc1,-0.65,-0.66,-62.2
O=C1C2C3C=CC(C3)C2C(=O)N1c1n[nH]c(-c2cccnc2)n1 (stereo not given),0.01,-0.6,16.7
CC(=O)NS(=O)(=O)c1cccnc1Nc1ccc(Cl)cc1,0.81,0.73,16.7
COc1ccc(/C=N/NC(=O)c2ccncc2)cc1Cn1nc([N+](=O)[O-])c(Br)c1C,x,x,-393.8
CC(C)C(NS(=O)(=O)c1ccccc1)C(=O)OCc1cc([N+](=O)[O-])cc2c1OCOC2 (stereo not given),-0.06,-0.49,x
CS(=O)(=O)N(CC(=O)Nc1cc(Cl)ccc1Cl)c1ccccc1,-0.51,-1.39,3.3
CC(=O)NC(CCS(C)(=O)=O)C(=O)Nc1ccc2c(c1)OCO2 (stereo not given),0.48,0.89,0.0
Cc1cc(C)nc(SCc2nnc(SCC(=O)Nc3nc(-c4ccccc4)cs3)n2-c2ccccc2)n1,-1.37,-1.54,-14.3
CCCCCN1N=C(C)CC1=O,x,x,66.7*
COc1ccc(/C(O)=C2\C(=O)C(=O)N(c3cc(C)on3)C2c2ccccc2OC)cc1 (stereo not given),-0.41,-0.52,0.0
COCCn1c(SCC(=O)N2CCC(C)CC2)nc2ccccc2c1=O,-0.98,-1.05,3.1
C/C(=N\NC(=O)c1c(Cl)c(C)nn1C)c1ccc(NC(=O)c2ccncc2)cc1,2.18,2.87,22.9
CCOc1ccccc1C=Nc1ccccc1C(=O)Nc1ccccc1,-1.34,-1.69,53.9
COC(=O)NCC12CC3CC(C1)CC(CNC(=O)OC)(C3)C2,0.11,-0.34,-8.7
NC(=O)CC[C@@H]1NC(=O)C(Cc2ccc(O)cc2)NC(=O)c2cc([N+](=O)[O-])cc(F)c2NCCC[C@@H](C(N)=O)NC1=O (stereo not given in full),0.21,-0.53,40.0
CC(C(=O)OCC(=O)Nc1cccc(S(=O)(=O)N2CCOCC2)c1)N1C(=O)c2ccccc2C1=O (stereo not given),x,x,9.1
O=C(Cn1cnc2c(cnn2-c2ccc(F)cc2)c1=O)N1CCN(c2ccccc2F)CC1,-0.52,-0.83,x

# Two entries from above, tab-delimited:
SMILES	SDO1 yeast rescue	SDO1 yeast rescue Rescue 24 h	INS promoter inh
C/C(=N\NC(=O)c1c(Cl)c(C)nn1C)c1ccc(NC(=O)c2ccncc2)cc1	2.18	2.87	22.9
CCOc1ccccc1C=Nc1ccccc1C(=O)Nc1ccccc1	-1.34	-1.69	53.9

# Remaining list, next part:
SMILES,SDO1 yeast rescue,SDO1 yeast rescue Rescue 24 h,INS promoter inh
Cc1ccc(N(CC(N)=O)C2SC(=O)N(Cc3ccccc3)C2=O)cc1 (stereo not given),2.46,-0.4,x
CCOC(=O)c1ccc(N=C2SC(C(=O)NC)CC(=O)N2Cc2ccc(F)cc2)cc1 (stereo not given),x,x,25.0
CC1CCCCN1S(=O)(=O)c1ccc(NC(=O)c2ccco2)cc1 (stereo not given),-0.07,0.49,-41.4
CCOC(=O)N/N=C/c1cccc(Cl)c1Cl,-0.12,-1.05,7.1
C=CCn1c(=N)n(CC(O)COc2ccccc2OC)c2ccccc21 (stereo not given),0.7,0.31,x
CCn1nc(C(=O)OC2CCOC2=O)c2ccccc2c1=O (stereo not given),0.35,0.09,28.6
O=C(CN1CCOCC1)NCC12CC3CC(CC(C3)C1)C2,-0.36,-0.78,x
CC1CN(C(=O)c2cn3ccccc3n2)CC(C)O1 (stereo not given),0.41,0.11,45.2
Cc1ccccc1NS(=O)(=O)c1cc(C(=O)Nc2cccc(N(C)S(C)(=O)=O)c2)ccc1C,0.71,0.43,x
CN(C)S(=O)(=O)c1cccc(C(=O)NCc2cccs2)c1,0.61,0.16,-10.0
Cc1ccc(C(=O)C2C(c3ccc(-c4ccccc4[N+](=O)[O-])o3)NC(=O)NC2(O)C(F)(F)F)cc1 (stereo not given),x,x,-7.4
COc1ccc(CNC(=O)COC(=O)CCC2CCCCC2)cc1,-0.17,-0.76,x
CCOC(=O)N1CCN(c2c(NCCOC)c(=O)c2=O)CC1,1.2,0.05,x
CCSc1cc(N2CCOCC2)nc(-c2ccccc2)n1,-1.25,-1.25,x
COc1ccccc1CNC(=O)C(=O)NCC1CCCO1 (stereo not given),-0.46,-1.52,-443.8
Nc1n[nH]c(N)c1N=Nc1ccc(F)cc1,x,x,42.9
Cc1cc(NC(=O)CSc2c(C)[nH]c3ccccc23)no1,-0.14,-0.64,10.0
Cn1c(=O)c2[nH]c(NCCCN3CCOCC3)nc2n(C)c1=O,0.27,0.1,-3.1
Cc1cccc(N2C(=O)CS/C2=N\NC(=O)c2cccnc2)c1C,x,x,8.3
Brc1cc2c(cc1/C=N/Nc1nc(N3CCOCC3)nc(N3CCOCC3)n1)OCO2,0.71,-0.25,51.0
CC(=O)Nc1cc(C(=O)N2CCc3ccccc3C2)ccc1Sc1ccc(F)cc1,-1.06,-0.5,-20.0
Cc1ccccc1C(=O)Nc1nc(=S)ss1,0.61,0.46,-3.5
Cc1ccc2nc(NC(=O)Cc3cccs3)sc2c1,-0.86,-0.87,-11.5
Cn1c(C(=O)NCCN2CCN(c3ccccc3F)CC2)cc2c(=O)n(C)c3ccccc3c21,-0.23,0.22,x
CC(C(=O)Oc1ccc2c(c1)OCO2)N1C(=O)c2ccccc2C1=O (stereo not given),-0.48,-0.08,30.8
COc1cccc(CNc2ccc(N3CCC(C)CC3)cc2)c1OC,0,0.09,-16.7
C=CCSc1nccc(-c2cc(Cl)sc2Cl)n1,-0.4,-0.25,16.1
CC1=CCC(C(=O)O)C(C(=O)Nc2cccnc2)C1 (stereo not given),x,x,0.0
CC(=O)c1c(C(C)=O)c(C)n(NC(=O)c2ccccc2Cl)c1C,0.12,-0.2,5.4
COc1ccc2cc(CCNC(=O)c3ccc4c(c3)OCO4)c(=O)[nH]c2c1,-0.18,-0.32,x

# Individual results from above:
# Cn1c(C(=O)NCCN2CCN(c3ccccc3F)CC2)cc2c(=O)n(C)c3ccccc3c21 – SDO1 yeast rescue: -0.23
# Cc1cccc(N2C(=O)CS/C2=N\NC(=O)c2cccnc2)c1C – INS promoter inh: 8.3
# COc1cccc(CNc2ccc(N3CCC(C)CC3)cc2)c1OC – INS promoter inh: -16.7
# CC(C(=O)Oc1ccc2c(c1)OCO2)N1C(=O)c2ccccc2C1=O (stereo not given) – INS promoter inh: 30.8
# C=CCSc1nccc(-c2cc(Cl)sc2Cl)n1 – SDO1 yeast rescue Rescue 24 h: -0.25
# Cc1cc(NC(=O)CSc2c(C)[nH]c3ccccc23)no1 – SDO1 yeast rescue Rescue 24 h: -0.64

# Continuation:
SMILES,SDO1 yeast rescue,SDO1 yeast rescue Rescue 24 h,INS promoter inh
C=CCN(c1cccc(C(F)(F)F)c1)S(=O)(=O)c1cccc(C(=O)OCC(=O)NC(N)=O)c1,-0.58,-0.07,-33.3
N#CC1=C(N)NC(SCC(=O)Nc2ccc(Br)cc2)=C(C#N)C12CCCCC2,0.38,-0.04,-16.4
CCCC(C(=O)NCC1CCCO1)N(Cc1ccco1)C(=O)CNS(=O)(=O)c1ccccc1 (stereo not given),-0.35,-0.66,-45.5
O=C(NCc1ccco1)c1cc2c(s1)CSC2,-0.79,-0.76,-30.9
CC(=O)N1CCN(S(=O)(=O)c2cccc(C(=O)Nc3nccs3)c2)CC1,x,x,17.6
Cc1ccc2c(=O)cc(C(F)F)oc2c1,0.2,0.15,x
O=C(c1ccco1)N1CCN(S(=O)(=O)c2cccc3nsnc23)CC1,1.45,1.11,15.6
O=C(CCN1C(=O)c2ccccc2C1=O)Nc1ccc(S(=O)(=O)N2CCOCC2)cc1,-0.73,-1.53,-246.2
CC(=O)Nc1ccc(NC2=CC(=O)CC(C)(C)C2)cc1,1.1,1.01,-196.6
C=CCn1c(Cc2ccc(OC)cc2)nnc1SCc1nc2ccccc2c(=O)[nH]1,-0.2,-0.67,x
CC(=O)Nc1sc2c(c1C(N)=O)CCC2,0.19,-1.1,-381.2
COCCNC(=O)c1cn(C)c2ccc(S(=O)(=O)N(C)C3CCCCC3)cc2c1=O,0.24,-0.23,x
NS(=O)(=O)c1ccc(CNC(=O)CCC2CCCCC2)cc1,0.15,0.41,-6.9
CCC(C)C(NC(=O)c1ccccc1NC(=O)c1ccco1)C(=O)NC1CCCCC1 (stereo not given),-0.86,-0.21,-84.6
Cn1c(=O)c2c(ncn2CC(=O)N/N=C/c2ccc(Br)s2)n(C)c1=O,0.6,0.5,-12.9
CCOc1ccc(OCCSc2nc3ccccc3[nH]2)cc1,-1.2,-0.51,70.6
COc1ccc(OC)c(S(=O)(=O)n2nc(-c3ccccc3)cc2N)c1,-0.32,1.1,x
O=[N+]([O-])c1ccc(N2CCN(c3nc(-c4ccc(Cl)cc4)cs3)CC2)cc1,-0.51,-0.25,21.9
Cc1ccc(C(=O)NCC(=O)OCC(=O)c2ccc3c(c2)NC(=O)CO3)cc1C,x,x,35.7
CCNC(=S)N1CCN(c2ccc([N+](=O)[O-])cc2)CC1,0.72,0.86,x
Cc1ccc(S(=O)(=O)N/N=C/c2cccc3c2OCCO3)cc1,1.02,1.36,-3.5
O=C(ON=C1CCN(S(=O)(=O)c2ccccc2)CC1)c1ccc(Cl)cc1,-1.59,-1.21,62.5
COc1ccc(-c2nnc(SCc3cccc(C#N)c3)o2)cc1,-0.77,-0.48,-281.2
CC1CC(C)(C)NC(=S)N1CCCC(=O)N1CCN(c2ccccc2F)CC1 (stereo not given),0.4,0.13,-16.2
FC(F)c1nnc2ccc(Cl)nn12,x,x,13.3
O=C(NNC(=S)Nc1ccccc1)c1cc(-c2cccnc2)nc2ccccc12,x,x,57.1
CCc1nnc(NC(=O)CSc2nc3c(cc2C#N)CCCC3)s1,-0.41,1.31,-48.3
Fc1ccc(-c2nnc(-c3ccc(Cl)cc3Cl)o2)cc1,-2.55,-1.6,x
CC(=O)Nc1ccc(Nc2nc(-c3ccccc3)nc3ccccc23)cc1,x,x,38.9
COc1ccc(Nc2nc(N3CCCC3)nc3ccccc23)c(OC)c1,-0.76,-1.27,35.0
CCOc1ccc(C(=O)NC(=S)Nc2ccccc2OC)cc1[N+](=O)[O-],1.5,3.52,43.3
Cc1ccc(-c2cc(C(=O)Nc3ccccn3)c3ccccc3n2)o1,x,x,-5.0
